Compound activity (PubChem BioAssay)
miR122 inh: miR-122 Renilla sensor signal increase in Huh7, primary screen, miR-122 inhibitor project, cell-based, single point, plate reader. 340,000 tested, 0.3% active. AID 602342, 2012. Huh7 miR-122 Renilla luciferase sensor, 48 h; neutral wells = 0, positive control = 100. activation (reporter increase), % at 12.5 µM;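 active means mean replicate activation score at least 90 and every replicate individually at or above 90; inconclusive means only one of the two criteria met; inactive means neither criterion met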;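 further: higher luciferase means less miR-122 activity so hits act as miR-122 inhibitors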
C2C12 statin: suppressors of statin myotoxicity in C2C12 myotubes, primary screen, cell-based, single point, plate reader; 330,000 tested, 0.78% active; C2C12 myotubes + simvastatin, ATP luminescence, 48 h; scaled: DMSO 0, geranylgeraniol control 100; rescue of ATP level, % at 7.49 µM;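 active means mean ATP rescue above about 67%, or every replicate alone reaching that limit, limit read from the data, passing the limit was not always enough; inconclusive means no clear call, values can overlap the other calls; inactive means mean under the limit and some replicate under it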;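 further: myotubes were challenged with 10 µM simvastatin during compound exposure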
CFTR F508del cor: F508del CFTR correction, initial screen, CFBE line, single point; CFBE cells, YFP halide quenching; stimulated with forskolin plus potentiator P3; % fluorescence drop versus neutral controls; activity (quench increase), % at 7.58 µM; 350,000 tested, 0.36% active; AID 720511, 2013;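 active means mean added fluorescence quench of at least 8% versus neutral control, with both replicates also reaching 8%; inconclusive means only one of the mean or replicate conditions met; inactive means mean below 8% and not both replicates reaching 8%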;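 further: cells transiently co-express mutant CFTR-F508del with the halide-sensitive YFP; corrector assay measuring rescue of mutant channel to the surface after 24 h compound exposure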
PGC1a acetyl inh: inhibitors of PGC1a acetylation signal, primary screen, cell-based, U2OS, AlphaScreen, inhibitor mode; AlphaScreen anti-acetyl-lysine; with virally co-expressed GCN5 acetyltransferase; inhibition, % at 15.6 µM; 350,000 tested, 0.17% active;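 active means every replicate shows inhibition of at least 40%; inconclusive means mean inhibition at least 40% but some replicate below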;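 further: 0% = neutral control wells and 100% = positive control wells; some results beyond the cut were filed as inactive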
Cneo AK release: Cryptococcus neoformans cell lysis inducers, primary screen, AK release luminescence, single concentration; 360,000 tested, 0.2% active; C. neoformans lysis, adenylate kinase release luminescence, 4 h; normalised: neutral wells 0, clomiphene wells 100; lysis activity, % at 15 µM;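 active means mean lysis activity across replicates of at least 80%, whatever share of replicates individually reach that level; inactive means mean lysis activity below 80%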
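Schedule: static 4 h at 37 °C with compound, 1 h detection; system: C. neoformans cells; benchmarks: Clomiphene as positive control; buffer or medium: fresh YPD medium; measure: luminescence rise reflecting yeast cell lysis; measured by: luminescent adenylate kinase detection reagent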
PglD DTNB: C. jejuni PglD acetyltransferase inhibitors, primary screen, biochemical, DTNB colorimetric, single point; UDP-N-acetylbacillosamine N-acetyltransferase PglD (Campylobacter jejuni); purified PglD enzyme, DTNB colorimetric CoA detection; inhibition, % at 12.5 µM; 360,000 tested, 0.098% active; in the data active means inhibition above about 16%, passing the limit was not always enough; inconclusive means no clear call, values can overlap the other calls; further: strong numbers were not always called active
FN deposition inh: inhibitors of fibronectin matrix deposition, primary screen, AH1F cells, Alexa488-fibronectin fluorescence, plate reader | AH1F fibroblasts, overnight | inhibition, % at 12.6 µM | 350,000 tested, 0.086% active;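 active means mean inhibition across replicates of 30% or more, regardless of how many single replicates reach that level; inconclusive means mean under 30% yet at least half of replicates reach 30%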;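 further: positive control wells lacked labelled fibronectin entirely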
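Assay system: AH1F fibroblasts / Quantity: 10000 cells per well / Medium: DMEM plus 2% serum, read in PBS / Reagent: labelled fibronectin 24 nM / Dosing: single dose, pinned / Times: 1 h cell attachment, overnight exposure to compound and label / Signal: fluorescence, ex 485 nm, em 525 nm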
GSIS activator: GLuc luminescence reporter in INS-1E cells, primary screen for activators of glucose-dependent secretion of insulin. 370,000 tested, 0.61% active. INS-1E GLuc reporter insulin secretion, 2-3 h. AID 743287, 2014. activation, % at 16.6 µM;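 active means lowest replicate activation of at least 40%, so every replicate reaches that level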;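 further: 0% = median of neutral control wells and 100% = median of IBMX positive control wells; some compounds called inactive have numbers as strong as hits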
Active calls of the source: *; ? = inconclusive; . = no result given; [ ] = dose if it differs, or a comment. Not a hit list. Share with any hit: about 2.1%.

Values run as follows: GSIS activator, PglD DTNB, C2C12 statin, Cneo AK release, FN deposition inh, PGC1a acetyl inh, CFTR F508del cor, miR122 inh
> CO[C@@H]1CN(C)C(=O)c2cc(NS(=O)(=O)c3cccc(F)c3)ccc2OC[C@@H](C)N(C(=O)Cc2cccnc2)C[C@@H]1C
 : 22, -1, 4, 1, 4, 4, -0.2, .
> Cc1ccc(Cn2nc(C)c(NC(=O)c3nn(C)cc3Cl)c2C)cc1
 : ., -3, 9, 2, -6, 5, ., 2
> CCCCN(CC(O)COc1cccc(C)c1)CC(O)COc1cccc(C)c1 (stereo unspecified)
 : -36, 1, 14, 10, -4, -9, -3.5, -9
> CCSc1nnc(NC(=O)NCC(F)(F)F)s1
 : 11, -3, -6, 6, ., ., ., .
> CCCCS(=O)(=O)NC1=NCN(CC)CN1
 : 5, -3, -36, 2, ., -4, -1.7, -4
> O=S(=O)(c1ccccc1)N1CCN(Cc2ccccc2C(F)(F)F)CC1
 : ., -3, ?, -4, -18, -7, ., 7
> COc1ccccc1C(=O)Nc1ccc(OC(C)C(=O)N2CCOCC2)cc1 (stereo unspecified)
 : 1, -3, -12, 1, 7, -7, 3.9, 3
> Cc1ccc(S(=O)(=O)Nc2ccc3c(c2)C(=O)N([C@H](C)CO)C[C@@H](C)[C@@H](CN(C)CC2CC2)O3)cc1
 : -1, -2, 17, 1, -1, -8, 0.1, -2[16.7 µM]
> COC(=O)c1nc2cc(C)ccn2c1F
 : 5, ., -7, -2, 2, 14, 0.0, -2
> C[C@@H]1CN([C@@H](C)CO)C(=O)Cc2cc(NC(=O)CCCN(C)C)ccc2O[C@H]1CN(C)Cc1ccc(Oc2ccccc2)cc1
 : 33, -2, 12, 20, ., 11, -2.8, -3[16.7 µM]
> O=C(NCCS(=O)(=O)N1CCN(c2ccccc2F)CC1)c1cccc(Br)c1
 : -32, -2, 17, -2, 4, -3, 1.3, -9
> COc1ccccc1NC(=S)NC1CCCC1
 : 1, ., ., ., 0, 9, 0.4, .
> CCOC(=O)c1nonc1NC(C)=O
 : ., -5, 1, 0, -3, -1, ., 2
> C=COCCNC(=O)C(=O)NC(C)C
 : ., 0, ., 0, 8, 0, ., 0
> COc1ccccc1O
 : 3, -1, 3, 3, -6, -3, -1.7, -5
> COc1ccc(S(=O)(=O)Nc2ccc3c(c2)C(=O)N([C@H](C)CO)C[C@@H](C)[C@H](CN(C)S(=O)(=O)c2ccc(C)cc2)OCCCC[C@H](C)O3)cc1
 : 0, -4, ., -1, -5, -3, -1.5, -11[16.7 µM]
> CC(=O)NC[C@H]1[C@@H](c2ccc(-c3ccccc3F)cc2)[C@@H](CO)N1C(C)=O
 : -3, 0, 0, 5, -8, -8, -3.2, -14[16.7 µM]
> CCOC(=O)N1CCN(C(=O)c2cnc(Nc3ccccc3OC)c3ccccc23)CC1
 : ., 0, -4, 0, 10, -8, ., 3
> O=C(Nc1ccc(Br)cc1Br)Nc1cccc2[nH]c([C@@H]3O[C@H](CO)[C@@H](O)[C@H](O)[C@H]3O)nc12
 : 11, 1, 4, -1, 1, ., -0.2, .
> COc1cccc(N=CC2=C(O)CCCC2=O)c1
 : -7, ., ., ., -4, 2, -1.0, .
> O=CN1CC(=O)N(c2ccccc2)c2c([nH]c3ccccc23)C1
 : ., -1, 6, 1, 4, -5, ., -5
> COc1ccccc1NS(=O)(=O)c1ccc(C(=O)N2CC(C)OC(C)C2)cc1 (stereo unspecified)
 : ., -5, 17, -1, 3, 8, 0.6, -1
> Cc1cc(=O)[nH]c(SCc2cc(Cl)ccc2OC(F)F)n1
 : ., 1, 3, -1, -7, -18, ., -1
> COc1cc(S(=O)(=O)N2CCN(C)CC2)c(OC)cc1Br
 : 6, 3, ., 1, ., 0, ., 34
> CCCCOCCCNC(=O)/C=C/c1ccccc1Cl
 : ., -2, 23, 2, ., 0, ., 23
> FC(F)(F)c1cccc(N2CCN(Cc3cccnc3)CC2)c1
 : ., 6, -5, -4, ., -10, ., -7
> CCC1CCC(N2CCN(c3ccc(F)cc3)CC2)CC1 (stereo unspecified)
 : 10, 1, 6, -1, 0, ., 3.3, 6
> CCN1CCN(C(=O)CCN2C(=O)c3ccccc3C2=O)CC1
 : 0, ., ., -1, 13, -3, -0.2, -1
> O=C(/C=C/c1ccccc1)Oc1cccc2cccnc12
 : -7, 2, -1, 5, 4, ., ., 2
> O=C(CCN=C1NS(=O)(=O)c2ccccc21)OCc1c(F)c(F)c(F)c(F)c1F
 : -2, 0, -5, -3, -1, 1, 1.2, -6
> C[C@@H]1CN([C@H](C)CO)S(=O)(=O)c2ccc(Br)cc2O[C@@H]1CN(C)Cc1ccccn1
 : 13, 2, ., -3, -17, -15, 1.1, 4[16.7 µM]
> O=C(O)c1ccc(CNC(=O)c2ccc(S(=O)(=O)N3CCCC3)cc2)cc1
 : ., -1, -1, 2, 0, 9, -3.0, -2
> CC12CC(O)C3C(CCC4=CC(=O)CCC43C)C1CCC2=CCO (stereo unspecified)
 : ., ., 2, ., -11, -1, 1.5, -10
> O=C(Nn1cnc2ccccc2c1=O)c1cccc(Cl)c1
 : 0, ., ., ., -13, -11, -0.5, .
> C[C@@H](O)C#Cc1ccc2c(c1)O[C@H](CN(C)Cc1ccncc1)[C@@H](C)CN([C@@H](C)CO)S2(=O)=O
 : 10, -5, -22, -3, 0, -5, -0.2, -3[16.7 µM]
> Cc1ccc(C(=O)Nc2cc3ccccc3oc2=O)cc1
 : 9, ., -91, ., ., -19, ., 1
> C[C@H](CO)N1C[C@H](C)[C@H](CN(C)Cc2ccncc2)OCCCC[C@H](C)Oc2ccc(NC(=O)C3CCCCC3)cc2C1=O
 : -6, -1, 11, 7, ., 3, 3.1, -1[16.7 µM]
> Cc1ccc(CCN2CC(C(=O)NCCCN3CCOCC3)CC2=O)cc1 (stereo unspecified)
 : ., 7, 11, -2, ., -1, ., 2
> CCN(c1ccc(OC)cc1)S(=O)(=O)N1CCCC(C(=O)NCc2cccc(C)c2)C1 (stereo unspecified)
 : -25, -2, 7, 2, 14, -7, -2.1, 6
> CNC(=O)c1[nH]nc2c1CCc1ccccc1-2
 : 34, ., 14, ., 5, ., -1.6, .
> C=CC(=O)NCCCc1cc(C(C)(C)C)c(O)c(C(C)(C)C)c1
 : -11, ., ., 1, -11, -29, -2.6, 19
> Cc1sc2ncnc(N3CCN(C(=O)c4ccco4)CC3)c2c1C
 : -2, ., ., ., 6, 0, -2.8, .
> COc1ccccc1C(=O)O/N=C(\N)c1ccccn1
 : -1, ., -13, ., 1, 7, -4.9, 1
> Cc1ccccc1-n1c(C)nnc1SCC(=O)N(C)C1CCS(=O)(=O)C1 (stereo unspecified)
 : 10, ., ., ., 7, 13, 1.7, .
> O=C(Cn1nnc(-c2ccccc2F)n1)NCc1ccco1
 : -12, ., ., ., 1, 2, 0.8, .
> CCOc1ccc(N2CC(C(=O)N3CCCC3)CC2=O)cc1 (stereo unspecified)
 : 1, 0, -10, 1, 5, ., -2.5, .
> CC(C)(C)N1C(=O)[C@H]2[C@@H](c3ccc(Br)cc3)N3C(=O)N(c4ccccc4)C(=O)[C@@]3(C)[C@H]2C1=O
 : -25, -4, 4, 1, -1, 2, -0.1, 1
> CCOC(=O)N1CCC(NC(=O)c2ccc(CS(=O)(=O)c3ccc(OC)cc3)o2)CC1
 : -4, -1, 7, -3, -1, ., -0.5, .
> CCCCn1c(N)c(N(CCOC)C(=O)CCN2C(=O)C3CC=CCC3C2=O)c(=O)[nH]c1=O (stereo unspecified)
 : -8, -2, 12, -2, ., ., 2.3, .
> CN(C)CCCNC(=O)/C(=C/c1ccc(-c2ccc([N+](=O)[O-])cc2)o1)NC(=O)c1ccccc1
 : ., -12, 28, 4, 6, 10, ., -4

Further entries:
Values run as follows: GSIS activator, PglD DTNB, C2C12 statin, Cneo AK release, FN deposition inh, PGC1a acetyl inh, CFTR F508del cor, miR122 inh
> O=C(Nc1nnc(C2CC2)s1)c1ccc(Cl)nc1
 : 6, 1, 6, -1, -6, -2, -11, .
> C[C@@H]1CCCCO[C@H](CN(C)Cc2ccncc2)[C@@H](C)CN([C@@H](C)CO)C(=O)c2cc(NC(=O)Nc3cccc4ccccc34)ccc2O1
 : -9, -1, ., -1, ., 11, 2.7, 1[16.7 µM]
> COc1ccccc1N1CCN(S(=O)(=O)c2ccc(Cl)s2)CC1
 : -20, 4, -3, -1, ., -26, -2.0, -10
> C[C@H]1CN([C@@H](C)CO)C(=O)c2cc(C#Cc3ccccc3F)cnc2O[C@H]1CN(C)S(C)(=O)=O
 : -17, 3, -2, 51, 3, 2, ., -5[16.7 µM]
> CN1C(=O)c2cc(NC(=O)Cc3cccs3)ccc2OC[C@H]2O[C@@H](CC(=O)NCCc3ccncc3)CC[C@@H]21
 : 0, 1, -13, 3, -19, ., ., .
> COCCCNc1ncnc2sc3c(c12)CCC(C)C3 (stereo unspecified)
 : ., 1, ., 2, ., 7, ., -8
> O=C(CSc1nnc(Cc2ccc(Cl)cc2)o1)Nc1ccccc1
 : -3, ., -9, ., 1, -7, -1.6, 4
> CCN(CCCC(=O)c1ccc(F)cc1)CCc1ccccc1
 : 8, 7, -6, 7, 0, 6, 1.2, 10
> Cc1cc(OC(C)C(N)=O)nc(-c2ccccc2)n1 (stereo unspecified)
 : 26, ., -2, ., -18, 10, 1.7, 3
> OCCCn1c(C2CCCN2c2nc(-c3ccc(F)cc3)cs2)nc2cc(C(F)(F)F)ccc21 (stereo unspecified)
 : -11, 0, 6, -1, -14, ., 1.6, 8
> CC1CCCCC12NC(=O)N(CC(=O)Nc1cccnc1Cl)C2=O (stereo unspecified)
 : -2, -1, -4, 1, 5, -1, 0.6, -3
